Compound activity: PubChem BioAssay, National Center for Advancing Translational Sciences (NCATS)
KB-V1 MDR tox – qHTS assay for MDR1-selective chemotherapeutics: Primary screen using the drug-selected MDR subline cells KB-V1 | Potency, µM (doses to about 46.1 µM), inactives show at the top dose activity change, negative = cytotoxicity, most hits filed as cytotoxic | hit rate 3.4% among 400,000 | KB-V1 MDR cells viability, CellTiter-Glo, 72 h; note: potency is the fitted concentration of half-maximal effect; % is set by controls: 0 for no effect and ±100 for the full control effect; nearly all actives have a fitted effect of over 60% in size
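KB-V1 cells (P-gp-expressing MDR subline of KB-3-1) in phenol-red-free DMEM with 10% FBS were exposed to library compounds over a concentration series for 72 h at 37 degrees C. Viability read by CellTiter-Glo luminescence; concentration-effect curves fitted after normalization.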
HT1080NT lethal – qHTS for induction of synthetic lethality in tumor cells producing 2HG: qHTS for the HT-1080-NT fibrosarcoma cell line; AID 686970, 2013; Potency, µM (doses to about 46.1 µM), for inactives: top-dose activity, negative = less viability, usual class: cytotoxic; HT-1080-NT fibrosarcoma viability, CellTiter-Glo ATP luminescence, 48 h; hit rate 1.6% among 360,000;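 note: NT is the 2HG producing partner of a matched IDH1 knockdown line; potency is the fitted concentration of half-maximal effect; 0% = DMSO-treated cells and -100% = media-only wells without cells; nearly all actives have a fitted effect of over 55% in size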
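Luminescent CellTiter-Glo readout after 48 hours of compound exposure at 37 degrees C defined viability of HT-1080-NT cells. Activity was normalized to DMSO wells and cell-free media wells; concentration-response curves were fitted and assigned curve classes.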
GLP1R ag – qHTS of GLP-1 Receptor Agonists | Glucagon-like peptide 1 receptor (Homo sapiens), P43220 | HEK293 GLP-1R CRE-luciferase, luminescence, 4-6 h; cells express a hypersensitive GLP-1R form | Potency, µM (highest dose often 45.6 µM), inactives show at the highest dose activation, usual class: activators | hit rate 0.007% among 380,000; note: potency is the fitted concentration of half-maximal effect; % of control where 0% means no effect
Target sequence (P43220 whole entry, looked up): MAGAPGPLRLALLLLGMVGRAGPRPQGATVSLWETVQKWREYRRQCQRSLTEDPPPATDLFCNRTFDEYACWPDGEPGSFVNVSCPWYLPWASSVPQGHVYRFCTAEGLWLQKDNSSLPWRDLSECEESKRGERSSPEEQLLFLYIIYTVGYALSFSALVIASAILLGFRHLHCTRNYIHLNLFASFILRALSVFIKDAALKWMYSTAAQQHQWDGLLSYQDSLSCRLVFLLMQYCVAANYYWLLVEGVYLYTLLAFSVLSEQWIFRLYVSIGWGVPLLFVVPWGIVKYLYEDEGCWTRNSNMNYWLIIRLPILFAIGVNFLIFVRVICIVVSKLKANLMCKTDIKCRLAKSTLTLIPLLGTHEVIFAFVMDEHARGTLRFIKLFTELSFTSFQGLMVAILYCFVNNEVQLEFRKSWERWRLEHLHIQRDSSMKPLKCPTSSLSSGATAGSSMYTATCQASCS
SW480 rereplic – A quantitative high throughput screen for small molecules that induce DNA re-replication in SW480 colon adenocarcinoma cells. hit rate 1.8% among 340,000. Potency, µM (doses to about 46.1 µM), without a hit: top-dose re-replication activation, most hits filed as activators. SW480 DNA re-replication, Hoechst DNA content imaging, 48 h; note: potency is the fitted concentration of half-maximal effect; % of control where 0% means no effect; nearly all actives have a fitted effect of over 55% in size
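250 cells/well; 23 nL cpd via pin tool; 48 hr, 37 C, 5% CO2; Hoechst 40 min; imager read of total nuclear intensity, ex 405/em 500-530 nm.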
D3 antag – qHTS of D3 Dopamine Receptor Antagonist: qHTS; D(3) dopamine receptor (Homo sapiens), P35462; D3R cells, DiscoveRx beta-arrestin luminescence, antagonist mode; active compounds read low; max response, negative = inhibition, %; hit rate 2.5% among 360,000; in the data active = max response below about -50%; inconclusive = no clear call, values can overlap the other calls; note: % is set by controls: 0 for no effect and ±100 for the full control effect; mostly tested at two doses, the higher about 12 µM
Target sequence (P35462 whole entry, looked up): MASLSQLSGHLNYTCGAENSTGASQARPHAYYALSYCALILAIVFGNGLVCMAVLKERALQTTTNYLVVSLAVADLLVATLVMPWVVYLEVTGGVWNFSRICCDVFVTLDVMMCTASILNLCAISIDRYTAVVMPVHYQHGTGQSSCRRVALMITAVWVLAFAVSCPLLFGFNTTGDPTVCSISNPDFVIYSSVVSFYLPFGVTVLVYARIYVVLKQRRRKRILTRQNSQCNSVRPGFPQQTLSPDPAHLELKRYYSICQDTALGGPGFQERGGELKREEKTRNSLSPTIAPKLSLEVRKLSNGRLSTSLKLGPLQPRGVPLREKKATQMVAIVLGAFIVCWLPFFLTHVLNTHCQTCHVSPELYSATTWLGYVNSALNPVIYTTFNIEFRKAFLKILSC
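Cells expressing the human receptor were seeded at 1500 cells/well, incubated overnight at 37 degrees C in 5% CO2, then exposed to library compounds with dopamine controls for 90 minutes at 37 degrees C before luminescent detection.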
HT1080 IDH1KD tx – qHTS for induction of synthetic lethality in tumor cells producing 2HG: qHTS for the HT-1080-IDH1KD cell line; hit rate 2% among 360,000; Potency, µM (highest dose often 46.1 µM), for inactives: at the top dose activity, negative = toxicity, actives largely listed as cytotoxic; HT-1080 IDH1 knockdown viability, ATP luminescence, 48 h;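 note: potency is the fitted concentration of half-maximal effect; 0% = DMSO wells and -100% = cell-free medium wells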
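IDH1KD HT-1080 cells, 750/well, RPMI + 5% FBS; compound pinned after 2 h settling; 48 h, 37 °C; CellTiter-Glo luminescence; % activity normalised to DMSO and no-cell wells; curves fitted, classed by r2 and efficacy.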
IL1B secr inh – qHTS for Inhibitors of Inflammasome Signaling: IL-1-beta AlphaLISA Primary Screen; hit rate 4.7% among 360,000; THP-1 LPS/ATP IL-1B secretion, AlphaLISA, 16 h; active compounds read low; activity change, % at 57.5 µM; AID 743279, 2014; in the data active = activity change below about -50%; inconclusive = mostly about -30% to -49%; note: % is set by controls: 0 for no effect and ±100 for the full control effect
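THP-1 cells pretreated 1 hr with compounds (up to 57.5 uM final), then stimulated with LPS (250 ng/mL final) plus ATP (1.25 mM final); secreted IL-1B measured by AlphaLISA after 16 hr, decreased signal indicating inhibition.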
KB-3-1 tox – qHTS assay for MDR1-selective chemotherapeutics: Primary screen using the parental adenocarcinoma cell KB-3-1; hit rate 1.4% among 400,000; Potency, µM (titrated, usually from 46.1 µM), inactives show at the top dose activity change, negative = cytotoxic, hits mostly cytotoxic; KB-3-1 viability, CellTiter-Glo ATP luminescence, 72 h; AID 1347075, 2019; note: potency is the fitted concentration of half-maximal effect; % is set by controls: 0 for no effect and ±100 for the full control effect; nearly all actives have a fitted effect of over 60% in size
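Multi-concentration cytotoxicity screen in KB-3-1 cells grown in DMEM lacking phenol red with 10% FBS. After 72 h at 37 °C with compound, ATP-dependent luminescence was recorded.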
DRD3 agonist – qHTS of D3 Dopamine Receptor Agonist: qHTS. D3R DiscoveRx beta-arrestin cells, luminescence, 90 min. hit rate 0.58% among 410,000. D(3) dopamine receptor (Homo sapiens), P35462. max activation, %; in the data active = max activation above about 30%; note: 0% is about no effect; mostly tested at two doses, the higher about 12 µM
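Cells at 1500/well, incubated overnight, then treated with pinned compounds (dopamine as control) for 90 min at 37 degrees C. DiscoveRx reagent added for 30 - 60 minutes at room temperature; luminescence read.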
Active calls of the source: *; ? = inconclusive; . = no result given; [ ] = remark or other dose. Unless noted, calls come from the whole dose curve; as a rule, active = well fitted curve in the direction sought with a large enough effect; inconclusive = small, poorly fitted or top-dose-only effect, or another doubt; inactive = no such curve, though single readings can be large; an effect the other way counts as inactive or inconclusive.

Each structure is followed by: GLP1R ag	SW480 rereplic	HT1080NT lethal	D3 antag	KB-3-1 tox	KB-V1 MDR tox	IL1B secr inh	HT1080 IDH1KD tx	DRD3 agonist
- O=C(Nc1ccc(Oc2ccc3c(c2)C(=O)N(c2ccc(O)cc2)C3=O)cc1)c1cccs1
    -3%	17%	-28%	3	12%	23%	30	?	3
- O=C(CNC(=O)c1cccs1)Nc1ncccc1O
    7%	?	0%	7	-1%	15%	18	-6%	20
- S=C(NCc1ccc(Cl)cc1)Nc1ccncc1
    -3%	?	?	14	?	-21%	-17	-19%	3
- CCOC(=O)c1ccccc1NC(=O)Cn1c(=O)n(CCC(=O)NCc2ccccc2OC)c(=O)c2ccccc21
    -4%	.	.	.	-5%	25%	.	.	-6
- Cc1cc(NC(=O)c2c(Cl)c(C)nn2C)no1
    1%	-1%	1%	-12	1%	11%	61	0%	1
- CCC(C)NC(=O)Cn1c(=O)n(-c2ccc(OC)cc2)c(=O)c2ccc(C(=O)NCc3ccc(C)cc3)cc21 (stereo not given)
    3%	3%	0%	4	5%	2%	-17	-1%	3
- OCC1OC(n2nnc3ccccc32)C(O)C(O)C1O (stereo not given)
    -5%	-5%	15%	8	-5%	9%	23	3%	11
- CCOc1ccc(C(=O)Nc2ccccc2N2CCN(C(=O)c3ccccc3)CC2)cc1[N+](=O)[O-]
    25%	-4%	-5%	37	.	.	-24	-11%	18
- Cc1ccc(/C=N/NC(=O)c2csc(C)c2)o1
    -8%	-20%	3%	-10	11%	-8%	-5	6%	-1
- COc1ccccc1NS(=O)(=O)c1cc(NC(=O)c2[nH]c(C)c(C(C)=O)c2C)ccc1N1CCOCC1
    7%	-9%	-27%	9	?	-3%	82	-18%	-2
- CCN1CCN(CC(=O)N/N=C/c2ccc(F)cc2F)CC1
    -6%	1%	14%	?	3%	0%	31	26%	-5
- O=C(COC(=O)c1ccc([N+](=O)[O-])o1)Nc1cccc(S(=O)(=O)N2CCCCC2)c1
    0%	-7%	-3%	1	-2%	-15%	-28	-1%	0
- CCOP(=O)(OCC)C(Nc1ccc(C)cc1)c1ccco1 (stereo not given)
    7%	-27%	2%	-8	-1%	-34%	-10	2%	2
- CNC(=O)/C=C/c1cccc(C(F)(F)F)c1
    2%	0%	10%	7	5%	28%	19	9%	8
- C=CC[C@@H](CC(=O)N[C@H](CO)Cc1ccccc1)C(=O)N[C@H](C)COC(=O)[C@@H](CC=C)Cc1ccc(F)cc1
    8%	?	0%	25	0%	22%	-5	-3%	2
- O=[N+]([O-])c1ccc(Cl)c(/C=N/n2c(C3CCCCC3)n[nH]c2=S)c1
    -4%	-10%	17%	-6	-8%	-26%	-28	4%	-2
- COc1cc(CNC(=O)c2cc(-c3ccc(F)cc3OC)n[nH]2)cc(OC)c1
    2%	.	17%	11	0%	-2%	0	22%	-5
- O=C(NCCNC(=O)c1cc(Cl)ccc1Cl)c1ccco1
    0%	-21%	20%	-4	0%	4%	-5	11%	-4
- COCCOC(=O)c1[nH]c2c(c1C)C(=O)CC(c1ccc(OC)c(OC)c1)C2 (stereo not given)
    -1%	-4%	1%	-9	-2%	-7%	-14	2%	-3
- CC(NC(=S)NCc1ccc(F)cc1)C12CC3CC(CC(C3)C1)C2 (stereo not given)
    -1%	-48%[inhibitor]	?	?	-29%	?	-84*	?	-15
- Cc1oc(-c2ccccc2Cl)nc1CSc1nc2c(c(=O)[nH]1)CCCC2
    0%	6%	6%	113	-1%	-10%	-8	-1%	30*
- Cc1ccc(C(=O)/C=C/c2ccc(Br)cc2)o1
    -4%	18µM*	-22%	-17	5%	-2%	-57*	-9%	-3
- COc1ccccc1CCNC(C)CCc1ccc(O)cc1 (stereo not given)
    6%	3%	5%	-7	0%	-4%	-3	-1%	17
- O=c1nc(N2CCCCC2)nc2n1CCO2
    -7%	-7%	15%	-26	9%	0%	1	22%	5
- O=C(Nc1ncn[nH]1)c1ccc(Cl)cc1Cl
    1%	1%	7%	-13	18%	-1%	-2	17%	-2
- Cc1ccc(SCc2c(-c3ccccc3)nn(C)c2Cl)cc1
    -3%	-1%	-6%	-30	-13%	23%	7	-20%	-4
- CCOC(=O)c1oc2ccc(S(=O)(=O)n3nc(-c4ccccc4OC)cc3N)cc2c1C
    1%	.	.	.	?	-17%	.	.	3
- CC(C)[C@H](NC(=O)NCc1ccc(F)cc1)C(=O)O
    -6%	-24%	7%	4	0%	56%	5	5%	2
- CC(C)N1CCC(N2CCN(CCCn3cccn3)CC2CCO)CC1 (stereo not given)
    0%	-1%	1%	3	-1%	-4%	4	-1%	-2
- CC(C)C(=O)Nc1ccc(NC(=S)NC(=O)c2ccc([N+](=O)[O-])cc2)cc1
    1%	-6%	-3%	-17	13%	-8%	-2	-8%	-13
- CCc1ccc(S(=O)(=O)NCc2csc(C)n2)cc1
    11%	14%	8%	-1	-2%	11%	28	0%	6
- C/C(=N\NC(=O)c1cccnc1)c1nnn(-c2nonc2N)c1C
    -4%	-42%[inhibitor]	5%	1	3%	13%	7	4%	0
- CCc1ccc(C2N=C(N)Nc3nc4ccccc4n32)cc1 (stereo not given)
    1%	.	.	.	-12%	26%	.	.	-11
- O=C(NNc1c(Cl)cccc1Cl)c1c(F)cccc1Cl
    4%	-14%	12%	-8	23%	24%	5	25%	5
- COC(=O)c1ccc(-c2ccc(/C=N/NC(=O)CC3(C)OCCCO3)o2)cc1
    0%	-3%	13%	9	3%	-2%	-13	22%	15
- Cc1ccc(S(=O)(=O)N2CCCCC2CCNC(=O)C(=O)NCc2ccccc2)cc1 (stereo not given)
    -1%	6.5µM*	7.3µM*	?	3.7µM*	4.1µM*	-1	6.5µM*	-20
- COC(=O)Cn1c(CCC(=O)O)ccc1-c1ccccc1
    0%	-9%	6%	8	2%	0%	4	8%	8
- CC(=O)Oc1ccc(-c2cccc(C(=O)N(C)c3ccc(O)cc3)c2)cc1
    5%	6%	-8%	5	-2%	-13%	-3	-8%	13
- COc1ccc(-c2nc(CS(=O)CC(=O)NCCc3ccc(C)cc3)c(C)o2)cc1OC (stereo not given)
    ?	-6%	0%	10	-5%	?	-18	-1%	4
- COC(=O)c1sc(NC(=O)COC(=O)C2CCC2)c(C(=O)OC)c1C
    -3%	-8%	6%	7	6%	2%	12	6%	-11
- CCOC(=O)C1CCCN(C(=O)CCCn2nc(C)n3c(cc4sccc43)c2=O)C1 (stereo not given)
    29%	-8%	5%	12	19%	7%	1	-1%	3
- C=CCn1c(C(C)NC(=O)c2cccc(C)c2)n[nH]c1=S (stereo not given)
    -1%	1%	-2%	-26	-14%	-10%	-11	2%	0
- COc1ccc(N(Cc2cc(=O)[nH]c3ccccc23)C(=O)C(C)C)cc1
    3%	-13%	-5%	13	-1%	-12%	54	0%	-3
- O=C(COC(=O)c1cccs1)NCC1CCCCC1
    19%	-2%	-11%	1	15%	2%	0	17%	4
- O=C(Nc1nnc(CCN2CCOCC2)s1)C1CCCCC1
    -5%	-5%	10%	18	3%	0%	26	12%	-5
- Cc1ccc(CNC(=O)C2CCN(S(=O)(=O)c3ccc4c(c3)CC(C)N4C(=O)C3CCC3)CC2)o1 (stereo not given)
    17%	-10%	-22%	-1	?	?	-26	-9%	9
- Cc1ccc(C)c(NC(=O)CN(C)C(=O)COc2cccc3c2OC(C)(C)C3)c1
    9%	5%	1%	12	17%	5%	8	6%	2
- COCCn1nnnc1C(c1ccccn1)N1CCN(c2cc(Cl)ccc2C)CC1 (stereo not given)
    0%	1%	0%	-18	2%	-20%	-2	-8%	-4

Quoted from the entries so far, 8 compounds:
Each structure is followed by: GLP1R ag	SW480 rereplic	HT1080NT lethal	D3 antag	KB-3-1 tox	KB-V1 MDR tox	IL1B secr inh	HT1080 IDH1KD tx	DRD3 agonist
- COC(=O)c1ccc(-c2ccc(/C=N/NC(=O)CC3(C)OCCCO3)o2)cc1
    0%	-3%	13%	9	3%	-2%	-13	22%	15
- Cc1ccc(S(=O)(=O)N2CCCCC2CCNC(=O)C(=O)NCc2ccccc2)cc1 (stereo not given)
    -1%	6.5µM*	7.3µM*	?	3.7µM*	4.1µM*	-1	6.5µM*	-20
- COC(=O)Cn1c(CCC(=O)O)ccc1-c1ccccc1
    0%	-9%	6%	8	2%	0%	4	8%	8
- CC(=O)Oc1ccc(-c2cccc(C(=O)N(C)c3ccc(O)cc3)c2)cc1
    5%	6%	-8%	5	-2%	-13%	-3	-8%	13
- COc1ccc(-c2nc(CS(=O)CC(=O)NCCc3ccc(C)cc3)c(C)o2)cc1OC (stereo not given)
    ?	-6%	0%	10	-5%	?	-18	-1%	4
- COC(=O)c1sc(NC(=O)COC(=O)C2CCC2)c(C(=O)OC)c1C
    -3%	-8%	6%	7	6%	2%	12	6%	-11
- CCOC(=O)C1CCCN(C(=O)CCCn2nc(C)n3c(cc4sccc43)c2=O)C1 (stereo not given)
    29%	-8%	5%	12	19%	7%	1	-1%	3
- C=CCn1c(C(C)NC(=O)c2cccc(C)c2)n[nH]c1=S (stereo not given)
    -1%	1%	-2%	-26	-14%	-10%	-11	2%	0
